TRPV1 ag: HTS Assay for Compounds that Act as Agonists of the Vanilloid Receptor 1 | 0.19% of 320,000 active | Transient receptor potential cation channel subfamily V member 1 (Homo sapiens), Q8NER1 | AID 540275, 2011 | activation, % at 8.33 µM | TRPV1-expressing cells, Fluo-8 calcium influx, agonist mode; in the data active means activation above about 80%; inconclusive means between about 30% and that limit; further: 0% is about no effect
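TRPV1-expressing cells were cultured overnight at 35.5C and loaded with Fluo-8 calcium dye for 40 to 90 min at room temperature. After a 10 s baseline, compound was added and calcium influx was read kinetically for 3 min (ex 480/em 520 nm).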
TCR act: Activators of T cell receptors: qHTS campaign; Potency, µM (highest dose often 9.22 µM), for inactives: at the highest dose activation of IL-2 secretion, usual class: activators; 330,000 tested, under 10 active; primary human leukocytes, anti-CD3, IL-2 HTRF, 48 h; further: % of control where 0% means no effect
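HTRF read-out of IL-2 secretion: europium cryptate donor excited at 320nm, d2 acceptor emission at 665nm. Cells were primary human leukocytes incubated 48 hr with compounds and a-CD3 beads, supplying TCR signal only.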
KCNH2 3.1 block: qHTS for Inhibitors of KCHN2 3.1: Mutant qHTS; Potassium voltage-gated channel subfamily H member 2, brain isoform KCNH2 3.1 (human); U2OS KCNH2 3.1, thallium flux FluxOr; active compounds read low; activity change, % (tested at about 1.8 µM); 0.95% of 340,000 active; AID 720553, 2013;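 active means maximum activity change below -70%; inconclusive means maximum activity change from -70% to -50%; inactive means maximum activity change above -50%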;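 further: thallium influx rate constant from kinetic fluorescence after stimulation buffer; on the % scale 0 is the no-effect control and ±100 the full control effect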
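Thallium flux via FluxOr fluorescence (Red40 quencher, 45 min loading) in U2OS cells virally expressing the KCNH2 3.1 isoform (1.77 x 10^8 /mL virus, overnight at 37 C). Rate constants from 2-min kinetic reads post-stimulation, normalised to positive and negative controls.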
KCNH2 WT inh: qHTS for Inhibitors of KCHN2 3.1: Wildtype qHTS. 0.37% of 340,000 active. U2OS, BacMam KCNH2, thallium flux FluxOr; active compounds read low. Voltage-gated inwardly rectifying potassium channel KCNH2 (Homo sapiens), Q12809. activity change, % at 1.84 µM;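 active means maximum activity change below -70%; inconclusive means maximum activity change between -70% and -50%; inactive means maximum activity change above -50%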; further: on the % scale 0 is the no-effect control and ±100 the full control effect
Target sequence (Q12809 whole entry, looked up): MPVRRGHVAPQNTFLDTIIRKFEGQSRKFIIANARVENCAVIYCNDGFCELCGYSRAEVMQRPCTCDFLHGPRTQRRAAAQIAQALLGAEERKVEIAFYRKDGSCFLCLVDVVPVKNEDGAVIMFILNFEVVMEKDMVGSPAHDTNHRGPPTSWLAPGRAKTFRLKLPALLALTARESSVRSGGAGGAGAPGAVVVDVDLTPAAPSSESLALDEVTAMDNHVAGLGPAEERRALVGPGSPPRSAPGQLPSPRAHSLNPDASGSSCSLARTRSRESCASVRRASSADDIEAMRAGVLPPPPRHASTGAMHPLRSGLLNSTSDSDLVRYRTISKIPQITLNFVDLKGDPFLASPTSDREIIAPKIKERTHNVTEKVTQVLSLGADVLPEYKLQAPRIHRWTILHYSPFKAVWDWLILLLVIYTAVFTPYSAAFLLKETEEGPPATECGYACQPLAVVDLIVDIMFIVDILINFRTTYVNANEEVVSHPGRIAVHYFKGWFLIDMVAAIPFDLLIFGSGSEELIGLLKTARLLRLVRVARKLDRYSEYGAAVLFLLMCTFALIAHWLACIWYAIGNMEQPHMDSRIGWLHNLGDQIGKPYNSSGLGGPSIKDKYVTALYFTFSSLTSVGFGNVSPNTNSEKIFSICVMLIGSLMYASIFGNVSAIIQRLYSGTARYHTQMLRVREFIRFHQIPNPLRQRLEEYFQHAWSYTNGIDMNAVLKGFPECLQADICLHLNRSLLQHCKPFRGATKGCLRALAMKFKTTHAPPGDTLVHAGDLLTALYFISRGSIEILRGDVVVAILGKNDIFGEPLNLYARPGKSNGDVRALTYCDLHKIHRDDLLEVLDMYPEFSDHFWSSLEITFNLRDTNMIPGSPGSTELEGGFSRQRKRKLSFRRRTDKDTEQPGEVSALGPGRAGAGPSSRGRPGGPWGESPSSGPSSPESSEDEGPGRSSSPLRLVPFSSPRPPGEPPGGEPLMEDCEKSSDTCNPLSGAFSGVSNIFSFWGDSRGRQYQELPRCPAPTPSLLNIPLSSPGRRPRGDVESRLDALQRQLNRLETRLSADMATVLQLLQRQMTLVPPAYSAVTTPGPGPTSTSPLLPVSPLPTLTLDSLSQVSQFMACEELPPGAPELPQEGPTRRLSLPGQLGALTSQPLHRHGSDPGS
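U2OS cells were transduced with wild-type KCNH2 virus (2.03 x 10^8 / mL) for 4 h at room temperature, then cultured overnight at 37 C. Thallium flux was read with FluxOr dye. Rate constants were normalized to DMSO controls.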
Eya2 inh: qHTS Assay for Inhibitors of the Phosphatase Activity of Eya2. Protein phosphatase EYA2 (Homo sapiens), O00167. recombinant Eya2, OMFP fluorescence dephosphorylation (OMFP is methylfluorescein phosphate). Potency, µM (series often up to 76.9 µM), inactives show at the top dose activity, negative = inhibition, most hits filed as inhibitors. 0.006% of 330,000 active. AID 488837, 2010; further: potency means the concentration at half of the fitted maximal effect; on the % scale 0 is the no-effect control and ±100 the full control effect
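Eya2 (0.2 uM) preincubated 10 min at ambient with compound, then OMFP substrate added at 50 uM; 10 min reaction in 50 mM HEPES pH 7.5, 50 mM NaCl, 5 uM MgCl2, 0.05% BSA, 1 mM DTT. Fluorescence read at Ex 485/Em 525 nm.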
Mito fusion act: qHTS Assay for Small Molecule Inhibitors of Mitochondrial Division or Activators of Mitochondrial Fusion; AID 485298, 2010; 0.23% of 320,000 active; S. cerevisiae fusion-defective mutant growth rescue, CellTiterGlo 48 h; Potency, µM (highest dose often 46.1 µM), without a hit: top-dose growth rescue (activation), usual class: activators;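 further: potency means the concentration at half of the fitted maximal effect; % of control where 0% means no effect; nearly all actives have a fitted effect of over 45% in size; temperature-sensitive fusion mutants such as fzo1-1 at 37 °C on non-fermentable ethanol glycerol medium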
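S. cerevisiae fusion-defective temperature-sensitive mutants (e.g. fzo1-1, mgm1-5) grown 48 h at 37C in YPEG (ethanol/glycerol non-fermentable) medium with 23 nl compound per well; growth rescue read as CellTiterGlo luminescence.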
A-T KAP1 phos: qHTS Assay for Identifying a Potential Treatment of Ataxia-Telangiectasia; 0.19% of 320,000 active; Potency, µM (doses to about 57.5 µM), without a hit: at the highest dose activation, hits mostly activators; AID 485349, 2010; […] A-T fibroblasts, KAP-1 phosphorylation AlphaLISA; neocarzinostatin DNA damage 30 min before lysis; further: potency means the concentration at half of the fitted maximal effect; % of control where 0% means no effect; nearly all actives have a fitted effect of over 45% in size
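hTERT-immortalized A-T patient fibroblasts ([…]), 500 cells/well in OPTI-MEM, 1% FBS, got compounds for 60 min, then NCS for 30 min at 37C. Lysates were then assayed for phospho-KAP-1 by AlphaLISA (anti-pKAP1 donor, anti-KAP1 acceptor beads), 6 hr at 25C.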
ELG1 DNA repair: qHTS screen for small molecules that inhibit ELG1-dependent DNA repair in human embryonic kidney (HEK293T) cells expressing luciferase-tagged ELG1; HEK293T ELG1-luciferase reporter, luminescence, 16 h; DNA damage induced by 5-fluorouridine; Potency, µM (titrated, usually from 46.1 µM), for the others: at the highest dose activity change, negative = inhibition, hits mostly inhibitors; 2.3% of 330,000 active; further: potency means the concentration at half of the fitted maximal effect; on the % scale 0 is the no-effect control and ±100 the full control effect; nearly all actives have a fitted effect of over 55% in size
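HEK293T cells expressing luciferase-tagged ELG1 (2,000/well) received 5-Fluorouridine plus compound or DMSO for 16 hr at 37 °C. Luciferase was read by ONE-Glo luminescence after 30 min at room temperature.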
TSHR antagonist: Antagonists of the Thyroid Stimulating Hormone Receptor: HTS campaign | Thyrotropin receptor (Homo sapiens), P16473 | TSHR-expressing cells, TSH-stimulated cAMP HTRF, 2 h; active compounds read low | activity change, negative = inhibition, % at 11.5 µM | 0.2% of 330,000 active;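 active means activity change below a set negative limit, meaning inhibition stronger than a set level, cut at about -70% in these data; inconclusive means activity change between two set negative limits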; further: on the % scale 0 is the no-effect control and ±100 the full control effect
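TSHR-expressing cells were treated with compounds, then stimulated with TSH at EC80 (4nM final) for 2 hours at 37 deg C. Cellular cAMP was measured by HTRF competition between lysate cAMP and cAMP-d2 for a cryptate-labelled anti-cAMP antibody.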
USP2a inh: qHTS Assay for Inhibitors of Ubiquitin-specific Protease USP2a Using CHOP2 as the Reporter; Potency, µM (doses to about 38.3 µM), for inactives: at the top dose activity change, negative = inhibition, most hits filed as inhibitors; AID 463254, 2010; USP2 core, Ub-CHOP2 coupled fluorogenic reporter, 485/531; 0.01% of 330,000 active;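 further: potency means the concentration at half of the fitted maximal effect; plate controls were DMSO wells for no effect and full inhibition by NEM control for full effect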
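Cell-free coupled assay: 10nM USP2 core preincubated 30min RT with compound in Tris-HCl pH 8.0/CaCl2/CHAPS buffer, then 25nM Ub-CHOP2 and 25nM reporter substrate; fluorescence (Ex 485/Em 531) read after 60min RT, normalized to NEM inhibition, concentration-response curves fitted.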
* = called active by the depositor; ? = inconclusive; nt = not tested or not shown; [ ] = another dose, or the depositor's remark. Unless noted, the call rests on the fitted dose curve; in most records, active means well fitted curve in the direction sought with a large enough effect; inconclusive means small, poorly fitted or top-dose-only effect, or another doubt; inactive means no such curve, though single readings can be large; an effect the other way counts as inactive or inconclusive.

SMILES | TRPV1 ag | TCR act | KCNH2 3.1 block | KCNH2 WT inh | Eya2 inh | Mito fusion act | A-T KAP1 phos | ELG1 DNA repair | TSHR antagonist | USP2a inh
CCOCCCNC(=O)c1ccc2c(c1)N(Cc1ccccc1)C(=O)CS2=O (centres undefined) | -3.7 | 2.5% | -0.3 | 0.9 | 1.0% | -0.4% | 3.8% | 4.1% | 1.8 | 1.7%
Cc1ccc(NC(=O)COC(=O)c2nn(C)cc2Cl)cc1 | -0.8 | 1.5% | -6.5 | 6.3 | 20.4% | 12.2% | -6.3% | 1.8% | -8.9 | 2.1%
Cc1cc(C)n(CC(=O)N2c3ccccc3Sc3ccccc32)n1 | -2.5 | -1.8% | -1.7 | 1.5 | -10.9% | -5.9% | 11.0% | 5.9% | 1.1 | -2.4%
O=C(Nc1ccc(Cl)cc1)Nc1ccccc1CC[N+](=O)[O-] | 20.3 | 2.8% | 0.0 | -4.7 | 7.4% | 9.2% | -2.7% | -9.1% | 2.1 | 5.0%
COc1ccc(C(=O)Oc2cc3c4c(c2)C(C)=CC(C)(C)N4C(=O)C3=O)cc1OC | -0.6 | 4.2%[46.1 µM] | -71.7* | 15.9 | 0.2% | 1.1% | -3.8% | ? | 15.3 | 5.2%
CC(C)C(=O)NNC(=O)CSc1nnc(-c2ccccc2)c(-c2ccccc2)n1 | 2.7 | nt | 7.6 | 3.0 | -12.5% | 2.2% | -0.5% | 3.3% | 2.4 | -0.2%
O=C(NCc1ccc2c(c1)OCO2)c1cc(-c2ccccc2)c(N2CCOCC2)s1 | 27.7 | -1.6% | 4.8 | 5.6 | 0.5% | -0.3% | -11.9% | 18.3µM* | -25.9 | -2.7%
O=C(c1ccc(Cl)nc1)N1CCN(C/C=C/c2ccccc2)CC1 | 0.4 | -18.1% | -0.5 | 27.5 | 11.2% | 2.1% | 2.4% | ? | 6.3 | 1.0%
C[C@H]1CN([C@@H](C)CO)C(=O)c2cccc(NC(=O)c3cnccn3)c2O[C@@H]1CN(C)S(=O)(=O)c1ccc(F)cc1 | nt | -2.3% | -4.5 | -9.4 | 10.1% | nt | -0.8% | 10.0% | 12.0 | 5.2%
S=C(Nc1ccc(Oc2ccccc2)cc1)N1CCN(c2ccccn2)CC1 | -1.9 | -1.7% | 10.3 | 16.3 | 3.5% | 3.3% | 0.1% | ? | -31.7 | 4.3%
COc1ccc(C(=O)N2CCN(c3ncccn3)CC2)cc1[N+](=O)[O-] | 1.1 | nt | 13.6 | -4.4 | 6.9% | 2.2% | 8.9% | -1.6% | 2.6 | 2.1%
CC1CC(=O)N(c2ccc(NCc3ccccc3Cl)c([N+](=O)[O-])c2)C1=O (centres undefined) | 5.0 | 1.0%[46.1 µM] | -7.3 | -2.0 | 3.4% | 1.7% | -3.5% | -17.5% | -3.5 | -0.6%
CN(C(=O)COC(=O)Cc1ccc(Cl)cc1)C1CCCCC1 | nt | -0.7%[46.1 µM] | -7.3 | -6.8 | -12.0% | nt | 5.0% | 18.7% | 10.7 | 2.2%
Cc1ccc(OCC(O)CN2CCN(CC(O)COc3ccc(C)cc3Cl)CC2)c(Cl)c1 (centres undefined) | -1.3 | nt | -49.0 | -16.6 | 25.7% | -3.9% | 1.8% | -1.1% | 13.1 | -2.2%
COc1ccc(C2=NOC(C(=O)NCc3cccnc3)C2)cc1 (centres undefined) | 1.2 | -0.4% | 17.3 | 2.0 | 8.8% | -5.2% | 2.4% | -3.6% | -3.5 | -1.4%
CC(C)NC(=O)c1ccc(C(C)C)cc1 | ? | 0.7% | -1.4 | 3.4 | -21.6% | 10.9% | -3.8% | ? | -4.8 | -0.5%
Cc1c2cccn2cc[n+]1C | 1.3 | -1.1% | 4.5 | -19.5 | -25.1% | -8.5% | 1.0% | -1.0% | -5.6 | 0.6%
C[C@@H]1CCCCCCCCC(=O)OCCN[C@H](C)CCCCCCCCC(=O)OCCN[C@H](C)CCCCCCCCC(=O)OCCN1 | nt | -1.8% | -0.2 | 4.3 | 0.3% | nt | 4.6% | 7.2% | -5.2 | 2.5%
Cc1ccc2nc(CSc3nc(C)cc(C)c3C#N)[nH]c2c1 | 18.8 | -0.3% | 0.3 | -13.9 | -0.7% | 7.6% | 19.0% | ? | -19.8 | 0.9%
Cc1nnc(NC(=O)C2CCCCC2)s1 | 1.9 | -25.7% | 3.2 | -4.1 | -13.1% | -1.3% | -2.2% | 26.3% | -5.9 | 0.0%
CCCOc1ccc(-c2cc3onc(-c4ccccc4)c3c(=O)n2C)cc1 | nt | 1.2% | nt | nt | 14.9% | nt | 1.5% | ? | -11.5 | 4.0%
CCc1cccc(OCC(=O)N(C)CC(=O)Nc2cccc(F)c2)c1 | 27.1 | -2.5% | 2.3 | -11.5 | -10.2% | -1.0% | -3.5% | -14.5% | 1.8 | -0.3%
COc1cc2cc(CN(Cc3nnnn3Cc3ccccc3)CC3CCCO3)c(=O)[nH]c2cc1OC (centres undefined) | 1.6 | -2.2% | 3.7 | 0.6 | 1.3% | 0.9% | 0.9% | ? | 10.5 | -4.6%
O=c1c2ccccc2nc(N/N=C/c2ccc(O)cc2)n1O | -5.4 | -3.7% | 5.0 | -9.0 | -8.9% | -5.9% | 3.9% | ? | 3.8 | -1.7%
COc1cccc(C(=O)NCC(=O)OCC(=O)C(C)(C)C)c1 | -0.9 | -1.3%[46.1 µM] | 12.4 | nt | -19.7% | 2.1% | -3.8% | ? | -7.2 | -0.1%
CC(NC(=O)c1ccccc1NC(=O)CN1CCc2ccccc2C1)c1ccccc1 (centres undefined) | -0.8 | -1.7% | -28.8 | -0.7 | -12.2% | 14.5% | 27.0% | 13µM* | 6.6 | -8.8%
CCOc1ccc(N(Cc2cc3ccc(C)cc3[nH]c2=O)S(C)(=O)=O)cc1 | 9.4 | 3.1% | 5.9 | -2.0 | -3.2% | -1.2% | 12.3% | 7.4% | -2.7 | -0.5%
COc1ccc(OC)c(NC(=O)COc2coc(CN3CCc4ccccc43)cc2=O)c1 | 2.2 | -8.9% | -1.4 | 6.1 | 7.3% | -8.5% | -3.3% | ? | -10.2 | 0.9%
COC(=O)Cc1cc(=O)n(-c2nc3ccccc3[nH]2)[nH]1 | -0.1 | -0.4%[46.1 µM] | 6.6 | 12.3 | -4.0% | -3.7% | -3.8% | -7.5% | -12.5 | -16.2%
CC1C(=O)Nc2ccccc2N1C(=O)c1ccc(F)cc1 (centres undefined) | 3.0 | -4.2% | 8.3 | -7.3 | -5.5% | 1.7% | -26.7% | 21.8% | -0.8 | 1.5%
Cc1c(C(=O)NCC2CCCO2)oc2ccccc12 (centres undefined) | ? | -3.7% | 7.7 | -4.6 | 10.0% | 0.0% | -2.3% | ? | 6.3 | 1.4%
O=C(CCCCCN1C(=O)c2ccccc2C1=O)Nc1nccs1 | 7.1 | -1.9% | -1.6 | 21.1 | -6.0% | 7.2% | 2.6% | ? | -11.9 | 2.8%
CC(C)CCNC(=O)CSc1nc2ccsc2c(=O)n1NC(=O)c1ccccc1 | -0.7 | -3.3% | 5.3 | 3.8 | 14.4% | -3.3% | -13.6% | ? | -8.0 | -1.0%
CS(=O)(=O)Cc1ccc(C(=O)NC2CCN(Cc3ccccc3)C2)cc1 (centres undefined) | -2.0 | -5.0% | -7.8 | 4.8 | -0.9% | -2.3% | 4.0% | 20.6% | 1.5 | 2.5%

One compound at a time, from the list above. Order of values: TRPV1 ag, TCR act, KCNH2 3.1 block, KCNH2 WT inh, Eya2 inh, Mito fusion act, A-T KAP1 phos, ELG1 DNA repair, TSHR antagonist, USP2a inh
Shown for CS(=O)(=O)Cc1ccc(C(=O)NC2CCN(Cc3ccccc3)C2)cc1 (centres undefined) = -2.0, -5.0%, -7.8, 4.8, -0.9%, -2.3%, 4.0%, 20.6%, 1.5, 2.5%
Shown for COc1ccc(OC)c(NC(=O)COc2coc(CN3CCc4ccccc43)cc2=O)c1 = 2.2, -8.9%, -1.4, 6.1, 7.3%, -8.5%, -3.3%, ?, -10.2, 0.9%

Screening results as filed in PubChem.

An excerpt. The share of hits here may be higher or lower than overall.
